# TTR transcr act = activators of transthyretin transcription. SH-SY5Y TTR promoter Gaussia luciferase, luminescence; 100% = recombinant luciferase protein wells. activation, % at 16.7 µM. 92,000 tested, 1.3% active. AID 1117267;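 active means activation above the mean of all tested compounds plus 3 SD, cut at about 9.5% in these data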;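 further: cells exposed to compounds for one day before reading; 0% = median of all test compound wells on the plate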
# Starred values were filed as active, the others as inactive. Only part of the results is shown. The share of hits here may be higher or lower than overall.
molecule | TTR transcr act
CCC(C)NC(=O)CCc1nc2ccccc2n1-c1ccccc1 (stereo not drawn) | 0.9
Cc1nc2ccccc2n1CC(=O)NC(C)C1CC2CCC1C2 (stereo not drawn) | -2.0
O=S(=O)(c1ccccc1)[C@@]1(c2ccccc2)C[C@@H]2ON=C(c3cccc(Br)c3)[C@@H]2C1 | 1.8
COc1ccc(NC(=O)CN(C)CC(=O)N(CC(C)C)c2c(N)n(CC(C)C)c(=O)[nH]c2=O)cc1 | -1.0
CC(C)(C)NC(=O)NC(=O)COC(=O)Cc1c(F)cccc1Cl | -1.6
Cc1cccn2c(=O)c(C=O)c(Cl)nc12 | -2.7
Cc1[nH]nc(S(=O)CC(=O)O)c1[N+](=O)[O-] (stereo not drawn) | 1.7
CCCSC1=C(C#N)C(c2ccccc2C)C(C(=O)OC)C(=O)N1 (stereo not drawn) | -0.8
COC(=O)c1c(NC(=O)Cc2ccccc2)sc2c1C(C(=O)OC)CC2 (stereo not drawn) | 0.5
Cc1nc(C)c(C(=O)Nc2nc3c(C)cccc3s2)o1 | 1.0
Oc1ccccc1N=Nc1ccccc1O | -1.4
CC(=O)NC1CC2CCCC(C1)N2C(=O)Nc1cccc(C)c1 (stereo not drawn) | -1.1
Cc1ccccc1CO/N=C/c1[nH]ncc1Br | -0.4
OCC1OC2C(NC(=S)N2c2ccccc2)C(O)C1O (stereo not drawn) | 0.0
NC(=O)c1cc(Br)cc2c3c([nH]c12)CCCC3 | 3.3

# Next part
molecule | TTR transcr act
Cc1ccc(-c2csc(-c3c[nH]c4ccccc34)n2)cc1 | -7.5
O=C(/C=C/c1ccccc1)NC(=S)NNC(=O)c1cccnc1 | 1.5
COc1ccccc1C(=O)Nc1nnn(C)n1 | 3.6
CS(=O)(=O)Oc1ccc(Br)c2cccnc12 | -1.7
C[C@@H]1CN([C@@H](C)CO)C(=O)CCCn2nncc2CO[C@H]1CN(C)S(=O)(=O)c1ccc(Cl)cc1 | -0.4
CCOC(=O)c1ccc(-c2c(-c3cc(OC)c(OC)c(OC)c3)noc2C)cc1F | -1.8
CCN(CC)c1cnn(C/C(=N\OC)c2ccc(Cl)cc2)c(=O)c1Br | -4.1
COc1ccc(OCCC(=O)OCC(=O)NC(=O)NC(C)C)cc1 | 1.8
CCc1cc2c(N3CCCCC3)ncnc2s1 | 3.4
C/C(=N\Nc1nc2ccccc2s1)c1cccs1 | -1.9
O=C(NCc1nnc(SCC(=O)N2CCCC2)o1)c1c(F)cccc1F | -1.2
COC(=O)CSc1nnc(NC(=O)C2CC(=O)N(c3ccc(F)cc3)C2)s1 (stereo not drawn) | 3.0
CCCn1nnc(NC(=O)c2ccc(Br)o2)n1 | 2.6
CCOC(=O)CSc1nnc(-c2ccc(OC)cc2)n1CC | -0.9
CCOC(=O)Cc1c(C)nc(SC)[nH]c1=O | 7.5

# Part of the list above, field by field.
COc1ccc(OCCC(=O)OCC(=O)NC(=O)NC(C)C)cc1
- TTR transcr act: 1.8
OCC1OC2C(NC(=S)N2c2ccccc2)C(O)C1O (stereo not drawn)
- TTR transcr act: 0.0
Cc1nc(C)c(C(=O)Nc2nc3c(C)cccc3s2)o1
- TTR transcr act: 1.0
Cc1nc2ccccc2n1CC(=O)NC(C)C1CC2CCC1C2 (stereo not drawn)
- TTR transcr act: -2.0

# Next entries.
molecule | TTR transcr act
CCOC(=O)N1CCN(C(=O)c2ccc(N3CC4CC(C3)c3cccc(=O)n3C4)c(NC(=O)c3ccc(F)cc3)c2)CC1 (stereo not drawn) | 3.0
Cc1ccccc1-n1nc(-c2ccc(N)cc2)cc1N | 3.5
CC(C)N(Cc1ccccc1)C(=O)COC(=O)c1cnc(Cl)c(Cl)c1 | -0.3
CC(=O)OC12CC3CC(C1)C(=NO)C(C3)C2 | 5.6
O=C(COC(=O)c1cc[n+]([O-])cc1)NCC12CC3CC(CC(C3)C1)C2 | 0.1
CCOC(=O)N1CCC(n2c(SCC(=O)c3ccccc3)nc3ccsc3c2=O)CC1 | 5.1
CCc1nc2ccc(C(=O)N(CC)CCN(C)C)cn2c1N(C)Cc1ccc(OC)cc1 | -0.3
CN(CCCC(=O)Nc1ccccc1)S(=O)(=O)c1ccc(Cl)cc1 | 7.6
O=C(Nc1ccc2c(c1)OCO2)Nc1ccc(F)cc1F | -4.0
CC(=O)c1ccc(NC(=O)CSc2nccn2CCc2ccccc2)cc1 | -1.2
COc1ccc(N2C(=O)/C(=C3/C=CC=CN3C)SC2=S)cc1 | 0.1
C=CCn1c(-c2c[nH]c3ccccc23)n[nH]c1=S | -0.8
CCOc1ccc2[nH]c(=O)c(CN(CCc3ccccc3)C(=O)N3CCCC3)cc2c1 | 2.1
COc1ccc([C@@H]2CC=C(C(=O)O)[C@H](c3ccccc3F)N2S(=O)(=O)c2ccccc2C)cc1 | 14*
Cc1[nH]ncc1-c1ccccc1Cl | -0.2

# More entries.
molecule | TTR transcr act
COC(=O)C1=C(C)NC(c2c(O)ccc3ccccc23)C(C(=O)OC)=C1C (stereo not drawn) | 4.6
Fc1ccccc1N1CCN(C(c2ccnc3ccccc23)c2nnnn2-c2ccc3c(c2)OCCO3)CC1 (stereo not drawn) | 1.1
Cc1ccc([N+](=O)[O-])cc1-c1ccc(/C=C(\C#N)c2[nH]nc(N)c2C#N)o1 | -3.8
O=C1C=C(Nc2ccccc2)c2ccccc2C1=O | -3.8
O=C(CSc1ccc(F)cc1)Nc1ccc(C2SCCS2)cc1 | 0.0
NS(=O)(=O)c1ccc(CCNC(=O)COC(=O)CC(c2ccccc2)c2ccccc2)cc1 | -3.0
CC1CCc2sc(C(=O)Nc3nnc(SCc4ccc(F)cc4)s3)cc2C1 (stereo not drawn) | -4.7
OCCNc1cc(Cl)ncn1 | -0.9
COc1ccc(NC(C)=O)cc1NC(=O)CN1CCN(CC(=O)Nc2ccccc2Cl)CC1 | -1.4
COc1ccc(N2CCN(C(=O)c3ccc(NS(=O)(=O)c4ccc(F)c(F)c4)cc3)CC2)cc1 | 0.0
O=C(c1ccc(S(=O)(=O)Cc2ccccc2F)c([N+](=O)[O-])c1)N1CCCC1 | 0.9
Cc1ccc(N(C)C(=O)N2CCN(S(=O)(=O)c3ccc(C)cc3)CC2)cc1 | -0.8
Cc1ccc(C(=O)c2cc([N+](=O)[O-])ccc2N2CCCCC2)c(C)c1 | 1.6
CCN(CC)CCCN1C(=O)c2oc3ccccc3c(=O)c2C1c1cc(OC)ccc1OC (stereo not drawn) | -0.7
NC(=O)C1=C[C@@H](c2ccc(C(F)(F)F)cc2)C[C@@H](OCc2ccc(CO)cc2)O1 | -2.2

# For reference, some entries already given:
molecule | TTR transcr act
COC(=O)C1=C(C)NC(c2c(O)ccc3ccccc23)C(C(=O)OC)=C1C (stereo not drawn) | 4.6
Fc1ccccc1N1CCN(C(c2ccnc3ccccc23)c2nnnn2-c2ccc3c(c2)OCCO3)CC1 (stereo not drawn) | 1.1

# The list continues.
molecule | TTR transcr act
O=C(O)CSCCCC(=O)Nc1ccc(Br)cc1 | -1.0
COc1ccc([C@H]2CC(=O)C=C(c3ccc(NC(C)=O)cc3)C2)cc1OC | -0.7
CCOC(=O)c1ccc(NC(=S)N(CCCN2CCCCCC2)Cc2ccco2)cc1 | -1.2
COc1ccc(CCN(C)C(=S)Nc2ccc(SC(F)F)cc2)cc1OC | -0.9
CC(=O)CCC(=O)OCC(=O)Nc1ccc(SC(F)F)cc1 | 2.2
CCn1c(=O)n(CC(=O)Nc2cc(OC)ccc2OC)c(=O)c2ccccc21 | 3.1
Clc1ccc(OCCOCCN2CCc3ccccc3C2)c(Cl)c1 | 1.0
C/C(=C\C(=O)c1ncc(C(F)(F)F)cc1Cl)N(C)C | -1.3
Clc1nc2c(-c3ccccc3)nnn2c2ccccc12 | -5.0
Cc1nn(Cc2ccc(F)cc2)c2sc(C(=O)Nc3nccs3)cc12 | 3.2
CCOc1ncccc1C(=O)OCC(=O)N(CC(C)C)C1CCS(=O)(=O)C1 (stereo not drawn) | -0.8
CCN(C(=O)CN1CCc2ccccc21)c1c(N)n(Cc2ccccc2)c(=O)[nH]c1=O | -0.1
CC(C)CN1CN(Cc2ccccc2)CNC1=S | 1.1
Cc1ccc(S(=O)(=O)N(C)c2ccc(C(=O)NCC3CCCO3)cc2)cc1 (stereo not drawn) | -0.3
CCOc1ccccc1CNC(=O)c1nn(C)c2c1CS(=O)(=O)c1ccccc1-2 | -2.5

# Other entries
molecule | TTR transcr act
O=C(O)CCCc1nc(-c2ccc(Cl)cc2)no1 | 0.7
Cc1cc(NS(=O)(=O)c2cccc([N+](=O)[O-])c2)no1 | -0.4
COc1ccc(CNCCCn2cnc(C(=O)Nc3ccc(C)c(C)c3)n2)cc1 | 0.1
CCCOc1ccc(CCCN=C(N)N)cc1Cl | 1.2
CN(Cc1nccn1C)C(=O)CC1C(=O)NCCN1CC(c1ccccc1)c1ccccc1 (stereo not drawn) | -1.1
NC(=S)N/N=C1\CCSc2ccc(Cl)cc21 | -1.1
Cc1cn([C@H]2C[C@H](O)[C@@H](CNCC3=Cc4cc(O)ccc4OC3)O2)c(=O)[nH]c1=O | -1.9
CCCc1cc(=O)n2[nH]c(-c3cccc(Br)c3)cc2n1 | -0.6
COc1cc(C2Nc3cc(C)c(C)cc3NC3=C2C(=O)CC(C)(C)C3)ccc1OC(C)=O (stereo not drawn) | -1.7
CCCc1[nH]n(-c2ccc([N+](=O)[O-])cc2)c(=O)c1C(C)=NCc1ccncc1 | -1.3
O=C(CN1C(=O)NC2(CCc3ccccc32)C1=O)c1ccc(F)cc1 (stereo not drawn) | 2.9
CC(C)/C=C(/C(=O)c1ccc(Cl)cc1Cl)n1cncn1 | 1.9
O=c1c(C(c2ccc(Br)cc2)c2c(O)nc3n(c2=O)CCCS3)c(O)nc2n1CCCS2 | 1.1
Cc1cc(NC2CCCC2)n2nc(C)c(-c3ccccc3)c2n1 | 0.7
COC(=O)c1cn(C(=O)c2cccc(C)c2)c2ccccc12 | 1.8

# The list goes on.
molecule | TTR transcr act
C/C(Cn1nnc([N+](=O)[O-])n1)=N\NC(=O)c1ccc(Cl)c(Cl)c1 | -3.1
O=C(O)C1C2CC3OC(=O)C1C3C2 (stereo not drawn) | 5.1
CC(=O)N1CCN(S(=O)(=O)c2ccc(C)cc2)C1C (stereo not drawn) | 1.2
CC(C)OC(=O)/C(=C\c1ccccc1)NC(=O)c1ccccc1 | -0.2
COc1ccc(-n2c(CNC(=O)c3ccc(S(=O)(=O)N4CCCC4)cc3)n[nH]c2=S)cc1 | 0.5
O=Cc1c(N2CCN(c3cccc(Cl)c3)CC2)nc2ccccn2c1=O | -1.7
O=C(CCC1CCCCC1)Nc1cccnc1 | 6.4
CO[C@@H]1CN(C)C(=O)c2ccc(NS(=O)(=O)c3c(C)noc3C)cc2OC[C@@H](C)NC[C@@H]1C | -1.1
O=C(CNC(=O)c1ccc(OC(F)F)cc1)NCC1(N2CCOCC2)CCCCC1 | -1.3
CNC(=O)N(O)C1N(/N=C/c2cccnc2)C(=S)SC1(C)C (stereo not drawn) | 1.4
Cc1ccc(N(CC(=O)Nc2ccc(S(=O)(=O)N3CCOCC3)cc2)S(C)(=O)=O)cc1C | -1.4
C=CCOc1ccc(Br)cc1CNCCO | -0.6
CCNc1nc(NCC)nc(N/N=C/c2ccc(N(C)C)cc2)n1 | 1.6
CCCCC#Cc1ccc(C(=O)NNC(=O)Nc2ccccc2)o1 | 1.0
Cc1ccc(CNC(=O)Cn2nnc(C(=O)Nc3cccc(C)c3C)c2N)cc1 | 1.8

# Further entries.
molecule | TTR transcr act
CCOc1ccc2[nH]c(=O)c(CN(Cc3ccco3)Cc3nnnn3Cc3ccccc3)cc2c1 | 2.6
CCc1nnc(NC(=O)c2ccc3ccccc3n2)s1 | -2.4
Cc1ccc(S(=O)(=O)NCC(=O)NCC(=O)N(C)Cc2ccc(Br)s2)cc1C | -2.8
COC(=O)c1ccc2c(c1)C(C)(C)C(/C=C/c1ccccc1O)=[N+]2C | -7.0
CN(CCc1ccccc1)C(=O)c1ccc(NC(=O)Cc2ccc(NC(=O)C3CCCN(C(=O)c4ccccc4)C3)cc2)cc1 (stereo not drawn) | -2.5
COC(=O)c1cnn(-c2ccc(F)cc2F)c1/C=N/NC(=S)Nc1ccccc1 | -0.8
CC(C)(C)C(=O)OCc1nc(-c2ccc(O)c(O)c2)cs1 | -0.9
O=C(c1ccc(Cl)cc1)N1CCN(c2ccccn2)CC1 | -0.5
Cc1cccc(CCNC(=O)c2cc(S(=O)(=O)N3CCCCC3)c[nH]2)c1 | -2.8
CC1CCCN(C(=O)c2ccc3c(=O)n4nc(Nc5ccccc5)sc4nc3c2)C1 (stereo not drawn) | -1.0
Cc1cc(C)c(N=Cc2c(O)c3ccccc3oc2=O)c(C)c1 | -1.8
CCCCn1nnnc1C(c1ccccc1)N1CCN(CC)CC1 (stereo not drawn) | -1.4
Cc1cc(C)nc(N2CCN(c3nc(-c4ccccc4)nc4c3oc3ccccc34)CC2)n1 | 3.3
COc1cc2c(C(=O)OCCN(C)C)c(CSc3ccccc3)n(C)c2cc1Br | 2.4
CC(C)(C)NCC(O)CON=C1c2ccccc2-c2ccccc21 (stereo not drawn) | -0.2

# Further entries:
molecule | TTR transcr act
Cc1ccc(OCC(=O)Nc2ccccc2F)cc1C | 3.2
CCC1Oc2ccc(C)cc2N(CC(=O)NCc2ccccc2OC)C1=O (stereo not drawn) | -2.8
Cc1cc(OCC(=O)Nc2cccc(S(=O)(=O)NC3=NCCCCC3)c2)ccc1Cl | 0.6
Cc1cc(C(F)(F)F)nc(SCC(=O)NC2CC3CCC2C3)n1 (stereo not drawn) | 6.3
Cc1ccc(C(=O)OCc2nnc(-c3ccc(Br)cc3)o2)cc1 | -1.1
COc1cccc(-c2nc(C(N)=O)c3[nH]c(=O)n(-c4cccc(Cl)c4)c3n2)c1OC | 0.6
CCCCNC(=O)CC1Nc2ccccc2NC1=O (stereo not drawn) | 0.4
O=C(/C=C/c1cccc(F)c1)Nc1cc(S(=O)(=O)N2CCOCC2)ccc1N1CCCC1 | -0.7
